From PubChem
FadD28 binding: M. tuberculosis FadD28 bisubstrate binding inhibition; FadD28 bisubstrate probe binding, fluorescence polarization; actives 0.22% (n = 360,000); inhibition, % at 12.5 µM; AID 588549; in the data active means inhibition above about 8.5%, passing the limit was not always enough; inconclusive means no clear call, values can overlap the other calls
Mtb FBA inh: inhibitors of M. tuberculosis fructose-bisphosphate aldolase | AID 588726 | P9WQA3 | actives 2.3% (n = 360,000) | purified M. tuberculosis FBA, fluorescence read-out | inhibition, % at 1 µM; in the data active means inhibition above about 27%;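 further: 0% = vehicle and 100% = reference inhibitor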
Target sequence (P9WQA3 whole entry, looked up): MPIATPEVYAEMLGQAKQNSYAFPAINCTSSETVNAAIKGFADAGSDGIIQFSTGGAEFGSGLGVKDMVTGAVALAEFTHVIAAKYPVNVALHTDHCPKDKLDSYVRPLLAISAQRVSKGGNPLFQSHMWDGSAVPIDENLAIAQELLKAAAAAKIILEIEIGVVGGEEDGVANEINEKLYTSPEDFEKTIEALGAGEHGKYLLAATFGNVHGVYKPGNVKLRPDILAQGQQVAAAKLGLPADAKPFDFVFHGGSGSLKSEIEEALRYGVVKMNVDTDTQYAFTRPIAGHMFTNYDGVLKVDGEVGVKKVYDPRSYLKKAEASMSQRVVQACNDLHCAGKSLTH
GDH-TPI inh: inhibits GDH-TPI coupling enzymes, artifact for Mtb FBA screen; GDH-TPI coupled enzyme counterscreen, NADH absorbance; inhibition, % at 4.8 µM; actives 1.2% (n = 360,000);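 further: 0% = DMSO wells and 100% = wells lacking the enzyme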
CCHFV vOTU inh: blocks the CCHF virus ovarian tumor domain protease | CCHFV vOTU protease, Pep-AMC fluorescence | inhibition, % at 11.5 µM | actives 0.55% (n = 370,000) | AID 651958; further: 0% = vehicle wells with enzyme and 100% = no enzyme wells
BoNT F protease: blocks Botulinum neurotoxin F light chain protease; Multiplex microsphere protease cleavage assay, flow cytometry; inhibition, % at 10 µM; actives 0.22% (n = 360,000); AID 588497; in the data active means inhibition above about 35%, passing the limit was not always enough; inconclusive means no clear call, values can overlap the other calls; further: plate controls were buffer without enzyme for full effect and enzyme alone for no effect
BioA inh: blocks M. tuberculosis BioA enzyme activity; actives 0.096% (n = 360,000); inhibition, % at 9.99 µM; purified M. tuberculosis BioA enzyme, plate reader; in the data active means inhibition above about 40%; inconclusive means no clear call, values can overlap the other calls
BoNT-A LC inh2: blocks Botulinum neurotoxin A light chain protease | actives 0.17% (n = 360,000) | inhibition, % at 10 µM | multiplex microsphere protease substrate cleavage, flow cytometry; in the data active means inhibition above about 30%; inconclusive means no clear call, values can overlap the other calls; further: plate controls were buffer without enzyme for full effect and enzyme alone for no effect
Mtb UGM inh: inhibitors of M. tuberculosis UDP-galactopyranose mutase. purified UGM, fluorescence polarization probe displacement. actives 0.06% (n = 320,000). P9WIQ1. inhibition, % at 10 µM; in the data active means inhibition above about 10%, passing the limit was not always enough; inconclusive means no clear call, values can overlap the other calls
Target sequence (P9WIQ1 whole entry, looked up): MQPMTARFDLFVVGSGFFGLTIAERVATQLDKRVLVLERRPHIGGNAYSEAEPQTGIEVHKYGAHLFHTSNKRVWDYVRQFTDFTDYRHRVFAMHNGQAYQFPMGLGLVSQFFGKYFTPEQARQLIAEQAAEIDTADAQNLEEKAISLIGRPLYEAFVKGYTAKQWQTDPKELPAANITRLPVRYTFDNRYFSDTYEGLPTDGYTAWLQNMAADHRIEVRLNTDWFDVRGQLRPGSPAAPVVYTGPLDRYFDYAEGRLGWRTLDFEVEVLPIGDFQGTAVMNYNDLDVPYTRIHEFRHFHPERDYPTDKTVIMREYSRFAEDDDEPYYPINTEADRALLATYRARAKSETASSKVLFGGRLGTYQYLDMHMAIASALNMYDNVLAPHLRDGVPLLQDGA
PrPC TRFRET: cell surface PrPC inhibition, primary TR-FRET screen | P04156 | TR-FRET read-out | inhibition, % at 13.8 µM | actives 0.43% (n = 370,000) | AID 720596; in the data active means inhibition above about 24%; further: 0% = median of the test wells and 100% = reference compound wells
Starred values were filed as active, the others as inactive; u = inconclusive; x = no result given; + = active, no number. Unless noted, no stated cut-off is given here; in the data, active means inhibition above about 30%; inactive means the rest.

entry	smiles	Mtb UGM inh	BoNT F protease	GDH-TPI inh	BoNT-A LC inh2	PrPC TRFRET	BioA inh	Mtb FBA inh	FadD28 binding	CCHFV vOTU inh
1	COc1cc(OC)c(C(=O)OCC(=O)NC23CC4CC(CC(C4)C2)C3)cc1OC	-0.2	-1.0	12.6	0.8	-5.3	-2.3	6.8	0.2	5.0
2	Cc1cc(NC(=O)CCl)nn1C	-1.6	-4.4	3.1	-1.0	6.6	x	6.6	-2.3	2.4
3	CCCC1=Nc2cc(C(=O)N3CCC(C(N)=O)CC3)ccc2Sc2ccccc21	1.0	-1.6	3.7	-0.3	-0.4	1.5	0.0	-3.9	5.8
4	O=S1(=O)CCN2C(Cc3ccc(SC(F)F)cc3)=CSC2=N1	-1.5	-8.1	4.2	-0.3	-1.1	x	1.5	-2.9	-4.6
5	Cc1ccc(Sc2ncccc2NC(=O)c2ccccc2Cl)cc1	2.8	u	-3.9	-4.2	-1.0	-0.2	5.5	-1.9	4.8
6	Cc1c(C=O)c(C=O)c(C)n1Cc1ccccc1	0.1	8.1	6.7	-0.2	11.1	18.5	0.2	-0.8	2.8
7	Nc1nc(Nc2ccccc2F)nc(N2CCOCC2)c1[N+](=O)[O-]	-1.1	u	8.3	u	-9.5	x	-5.1	-2.7	1.2
8	CCOC(=O)c1nc(-c2ccc3c(c2)OCO3)[nH]c1C	-1.3	-29.8	-8.1	-4.7	9.4	1.3	6.5	-3.4	-5.2
9	CC(=O)c1sc(N/N=C/c2cccc([N+](=O)[O-])c2)nc1C	-0.7	0.1	0.8	-0.5	-10.0	0.1	-1.5	0.5	2.1
10	CCOC(=O)c1c(-c2ccc(OC)cc2)oc2cc(Br)c(O)cc12	1.6	-24.4	2.0	-0.4	-3.4	-0.1	6.1	-0.3	-15.6
11	CCN(CC)S(=O)(=O)c1cccc(-c2nnc(SCC(=O)NC)n2N)c1	-0.4	7.9	-13.7	0.2	5.7	x	-3.4	-3.6	1.2
12	CC[C@]12c3[nH]c4cc(CCC(=O)N(C)C)ccc4c3CCN1C(=O)[C@@H](CC(=O)NCc1cccc(C(F)(F)F)c1)C[C@@H]2C(=O)N1CCN(C(=O)c2ccco2)CC1	x	-1.9	6.2	-0.2	6.9	-0.8	4.0	-2.8	3.3
13	O=C(COC(=O)c1cccs1)NCc1ccc2c(c1)OCO2	1.4	22.3	5.2	0.7	0.1	0.6	1.5	-0.5	24.5
14	CCOC(=O)C(C)Sc1nc(=O)n2cccc(C)c2n1 (stereo not drawn)	0.1	-6.2	6.7	0.4	15.7	x	2.8	-4.2	1.6
15	CCCCn1c(N)c(N(CCOC)C(=O)C2CCN(C(=O)c3ccc(Cl)cc3)CC2)c(=O)[nH]c1=O	-1.8	16.4	7.7	4.1	5.2	0.2	1.0	-1.0	5.9
16	Cc1cc(C)c(NC(=O)COC(=O)Cc2ccsc2)c(C)c1	2.4	-4.5	-2.0	-0.2	8.4	x	-4.2	-0.7	16.2
17	CN(C)c1ccc(/C=N/NC(=O)CCC(=O)NCc2ccccc2)cc1	0.0	1.7	32.5*	0.7	7.8	x	22.9	-2.5	-8.4
18	CC(=O)Nc1cccc(C(=O)OC(C)C(=O)Nc2ccc(S(=O)(=O)N3CCCC3)cc2)c1 (stereo not drawn)	1.2	-2.7	2.9	-2.1	-4.6	0.0	-2.2	0.5	10.2
19	Cc1ccc(N2C(=O)N(CC(=O)Nc3ccc(C)cc3Cl)C(=O)C2C)cc1 (stereo not drawn)	0.6	-18.5	-3.5	-3.0	11.5	-1.2	-1.9	-1.7	14.1
20	O=C(CN1CCN(C(=O)c2cccc(F)c2)CC1)Nc1ccccc1F	-0.3	9.4	-1.4	0.1	-0.6	x	6.0	-2.1	1.0
21	Oc1c(C(Nc2nccs2)c2ccc(C(F)(F)F)cc2)ccc2cccnc12 (stereo not drawn)	x	8.6	7.6	0.9	17.4	x	123.6*	2.2	0.6
22	COc1cccc(N2[C@@H](CC(=O)O)c3ccccc3S2(=O)=O)c1	3.5	3.6	13.9	-0.2	5.0	-1.3	1.8	-2.6	18.7
23	S=c1nc(-c2ccccc2)[nH]c2ccccc12	1.8	-4.6	2.8	-1.0	-0.8	-2.6	-1.3	-1.7	1.7
24	Cc1nc(-c2ccc(Cl)cc2)sc1C1(C)CC(c2ccc(OC(F)(F)F)cc2)=NO1 (stereo not drawn)	0.4	4.8	11.2	-0.5	-3.4	-1.3	-1.0	-2.4	10.2
25	Cc1cccc(N2CCN(C(=O)/C=C/c3ccco3)CC2)c1C	1.7	-6.5	13.7	-0.4	0.5	x	-1.1	-2.8	15.9

Limited to FadD28 binding, CCHFV vOTU inh and BioA inh (2 entries from above):
| No. | molecule | FadD28 binding | CCHFV vOTU inh | BioA inh |
| --- | --- | --- | --- | --- |
| 6 | Cc1c(C=O)c(C=O)c(C)n1Cc1ccccc1 | -0.8 | 2.8 | 18.5 |
| 5 | Cc1ccc(Sc2ncccc2NC(=O)c2ccccc2Cl)cc1 | -1.9 | 4.8 | -0.2 |

2 compounds drawn at random from the list so far, as already listed:
entry	smiles	Mtb UGM inh	BoNT F protease	GDH-TPI inh	BoNT-A LC inh2	PrPC TRFRET	BioA inh	Mtb FBA inh	FadD28 binding	CCHFV vOTU inh
19	Cc1ccc(N2C(=O)N(CC(=O)Nc3ccc(C)cc3Cl)C(=O)C2C)cc1 (stereo not drawn)	0.6	-18.5	-3.5	-3.0	11.5	-1.2	-1.9	-1.7	14.1
22	COc1cccc(N2[C@@H](CC(=O)O)c3ccccc3S2(=O)=O)c1	3.5	3.6	13.9	-0.2	5.0	-1.3	1.8	-2.6	18.7

Next part
entry	smiles	Mtb UGM inh	BoNT F protease	GDH-TPI inh	BoNT-A LC inh2	PrPC TRFRET	BioA inh	Mtb FBA inh	FadD28 binding	CCHFV vOTU inh
26	CC(Oc1cccc(Cl)c1)C(=O)Nc1cc(S(=O)(=O)N2CCCCC2)ccc1N1CCOCC1 (stereo not drawn)	5.2	2.0	-2.1	1.8	8.9	x	-0.1	-2.8	-2.9
27	COc1ccc(-n2cnc3cc(NS(=O)(=O)c4ccccc4)ccc32)cc1	1.6	-7.6	-2.8	-0.3	15.6	-0.9	-0.4	-7.7	8.6
28	COc1cc(NS(=O)(=O)c2ccc(N/C=C(\C#N)c3nc4cc(Cl)ccc4o3)cc2)nc(OC)n1	4.2	-22.6	52.8*	-0.2	-6.8	-2.0	4.9	-11.1	-5.9
29	CC(Oc1ccc(Cl)cc1)C(=O)Nc1nccs1 (stereo not drawn)	1.3	-2.2	-1.9	0.1	4.2	-1.6	-2.5	-3.8	-4.7
30	CCOC(=O)c1nsnc1NCCCl	0.5	-1.5	-0.3	0.3	-1.3	-2.0	1.4	-0.2	4.3
31	CCc1ccc(CCN2C(=O)c3ccccc3C2=O)nc1	-0.2	-1.4	5.3	0.8	6.9	-2.0	5.8	1.0	-6.4
32	O=C1c2cccnc2C(=O)N1Cc1ccc(S(=O)(=O)NCc2ccco2)cc1	0.5	1.5	3.5	-2.0	0.7	-0.2	-1.4	-1.3	12.2
33	Cc1nc(-c2ccc(F)cc2)c(CC(=O)N(C)CC(=O)Nc2ccc(Br)cc2C)s1	1.0	1.0	6.3	0.0	-12.6	-0.4	4.3	-1.6	-6.7
34	Cc1ccc(S(=O)(=O)c2c(N)n(NC(=O)c3ccccc3C)c3nc4ccccc4nc23)cc1	0.4	-1.9	9.0	0.2	-4.8	0.4	38.8*	-2.2	-33.4
35	CCOC(=O)Nc1ccc2c(COC(=O)C(NS(=O)(=O)c3ccc(Cl)cc3)C(C)O)cc(=O)oc2c1 (stereo not drawn)	1.2	-3.1	27.2	-0.3	-1.6	-0.8	+	-0.8	-219.2
36	CC(=O)Nc1ccc(NC(=O)C2CCCN2S(=O)(=O)c2cccc(C(F)(F)F)c2)cc1 (stereo not drawn)	-2.3	-15.3	3.5	-9.0	-3.3	-0.1	0.7	-1.5	1.8
37	CC(C)C[C@H](NC(=O)Nc1ccccc1F)C(=O)O	3.3	-3.3	-0.5	-0.2	1.4	-0.7	2.1	-4.0	-0.3
38	O=C(Nc1cccnc1)C1Cc2c(-c3ccco3)ccnc2O1 (stereo not drawn)	x	-1.4	2.7	0.0	-10.4	10.7	1.3	-0.6	-12.2
39	CCOc1cc(C2C(C(C)=O)=C(O)C(=O)N2CCc2c[nH]c3ccccc23)ccc1O (stereo not drawn)	-0.5	0.5	5.1	0.3	-4.3	x	-0.5	-0.1	-9.6
40	O=S(=O)(c1ccc(Cl)cc1)N1CCC2(CC1)CO2	-3.7	-0.3	-1.9	1.2	2.4	0.0	-1.1	-0.8	-7.1
41	O=C(CSc1nc2ccccc2c(=O)n1-c1ccc(F)cc1)Nc1cc(S(=O)(=O)N2CCOCC2)ccc1Cl	5.0	-3.7	5.5	-0.2	8.8	x	2.1	-2.6	1.1
42	Cc1cc(C)n(C(=O)CNC(=O)CCc2ccccc2)n1	2.3	1.3	0.3	0.0	-7.8	-0.1	0.9	0.3	-1.3
43	CCCSc1ccccc1C(=O)N1CCN(C(=O)c2ccco2)CC1	-1.4	-5.6	11.6	-0.7	9.3	0.7	54.9*	0.0	19.1
44	COc1cc(N(C)C)c([N+](=O)[O-])cc1C(=O)N1CCOCC1	-1.7	2.9	-3.5	-0.1	-4.6	0.1	-5.2	-1.2	14.3
45	Cc1onc(-c2c(Cl)cccc2Cl)c1NC(=O)N1CCSCC1	0.0	u	6.1	1.3	-0.7	0.0	0.3	-3.9	-40.9
46	O=C(O)C1CCCCC1C(=O)Nc1cccc(C(=O)N2CCCCC2)c1 (stereo not drawn)	3.8	-11.4	10.6	-1.6	-1.4	-1.7	0.3	0.4	-10.2
47	COc1cccc(C(=O)Nc2c(C)nn(-c3ccccc3)c2C)c1	-0.2	-3.3	9.8	-0.5	-4.9	x	2.3	0.3	-0.4
48	O=C(CN1CCOCC1)Nc1ccccc1	-0.1	1.3	15.1	0.0	-1.2	-0.2	-0.9	-2.5	-19.3
49	COc1ccc(C(=O)NCCN2C(=O)S/C(=C\c3cccnc3)C2=O)cc1[N+](=O)[O-]	3.7	-7.5	14.7	-0.1	-8.3	x	3.9	-4.6	3.7
50	Cc1ccc(-c2nc(CSCC(=O)N3CCN(c4ccccn4)CC3)c(C)o2)cc1	-0.7	-5.0	-1.0	-0.5	8.7	0.0	0.5	-4.1	1.1

(next part)
entry	smiles	Mtb UGM inh	BoNT F protease	GDH-TPI inh	BoNT-A LC inh2	PrPC TRFRET	BioA inh	Mtb FBA inh	FadD28 binding	CCHFV vOTU inh
51	COc1cc(C(=O)N2CCN(c3ccccc3F)CC2)ccc1OCC(=O)N1CCOCC1	-2.8	-0.9	-0.6	-3.4	2.0	0.2	1.1	0.3	-3.9
52	Cc1ccnc(NC(=O)COC(=O)C2COc3ccccc3O2)n1 (stereo not drawn)	3.8	-0.7	-10.1	0.6	0.3	-0.3	3.6	-1.6	4.9
53	COc1ccc(C(OCC(O)CNCCc2ccccc2)c2ccc(OC)cc2)cc1 (stereo not drawn)	2.0	-52.9	-2.1	-0.5	-1.6	-0.8	-0.9	-2.2	-9.2
54	COc1ccccc1CNC(=O)CCS(=O)(=O)c1ccc2c(c1)CCCN2C(C)=O	1.6	3.0	-1.8	1.3	-2.4	0.4	1.6	-4.3	4.0
55	C=C1N(c2ccccc2)C(=O)OC1(C)C	2.2	-7.9	9.3	-0.8	-5.1	x	-0.5	-1.3	-3.3
56	CCOc1cc2[nH]c(=S)n(CCCN3CCN(C)CC3)c(=O)c2cc1OCC	x	0.2	11.0	0.4	-10.1	-2.4	-1.9	1.5	-4.0
57	CSc1cccc(NC(=S)N2CCC(N(C)C(C)C)CC2)c1	-1.5	-3.3	-1.8	-0.4	12.9	x	-0.9	-0.6	-11.6
58	CC12CCC(C(=O)NNc3ccc([N+](=O)[O-])cc3)(OC1=O)C2(C)C (stereo not drawn)	0.4	2.2	12.8	-0.1	-8.2	x	-2.8	0.6	3.8
59	Cc1oc2ccc(OCc3ccccc3Cl)cc2c1C(=O)O	3.6	u	4.4	-3.8	-2.0	0.0	-4.2	-7.7	12.0
60	Cc1sc(NC(=O)c2ccco2)c(C(c2cccnc2)N2CCN(C)CC2)c1C (stereo not drawn)	1.3	-7.3	26.8	0.7	-8.1	-2.0	0.2	-0.6	6.2
61	O=C(Nc1ccccc1O)c1cccc(NC(=O)c2ccco2)c1	1.6	14.9	-7.7	0.3	0.1	3.5	-1.2	-3.0	-13.3
